High-throughput results as filed in PubChem.
Anthrax LF prot = anthrax lethal factor protease inhibition. P15917. multiplex microsphere protease cleavage assay, LF. inhibition, % at 10 µM. hit rate 0.12% among 360,000. AID 588501; in the data active = inhibition above about 30%; also: plate controls were buffer without enzyme for full effect and enzyme alone for no effect
Target sequence (P15917 whole entry, looked up): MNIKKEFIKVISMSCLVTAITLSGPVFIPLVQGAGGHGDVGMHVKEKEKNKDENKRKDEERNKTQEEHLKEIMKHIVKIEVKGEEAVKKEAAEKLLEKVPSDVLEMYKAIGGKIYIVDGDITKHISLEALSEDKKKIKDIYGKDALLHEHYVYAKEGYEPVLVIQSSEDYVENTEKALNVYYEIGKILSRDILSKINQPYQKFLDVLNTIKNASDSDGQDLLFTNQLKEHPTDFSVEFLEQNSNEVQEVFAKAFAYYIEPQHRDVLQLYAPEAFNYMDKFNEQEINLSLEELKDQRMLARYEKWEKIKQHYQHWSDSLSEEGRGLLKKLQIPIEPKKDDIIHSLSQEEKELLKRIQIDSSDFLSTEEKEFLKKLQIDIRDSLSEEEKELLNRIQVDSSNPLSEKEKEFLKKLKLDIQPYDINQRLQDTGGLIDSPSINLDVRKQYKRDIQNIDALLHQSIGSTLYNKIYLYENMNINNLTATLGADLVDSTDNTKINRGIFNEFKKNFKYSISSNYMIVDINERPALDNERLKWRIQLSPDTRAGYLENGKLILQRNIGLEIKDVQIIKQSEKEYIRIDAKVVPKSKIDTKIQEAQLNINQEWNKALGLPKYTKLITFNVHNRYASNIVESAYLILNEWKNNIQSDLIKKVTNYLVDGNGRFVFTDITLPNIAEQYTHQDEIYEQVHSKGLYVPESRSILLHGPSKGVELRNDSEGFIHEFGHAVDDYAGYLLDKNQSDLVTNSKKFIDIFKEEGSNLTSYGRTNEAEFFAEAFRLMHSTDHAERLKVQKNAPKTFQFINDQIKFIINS
TcdB inh = inhibitors of Clostridioides difficile toxin B glycohydrolase; AID 652162; hit rate 0.24% among 350,000; inhibition, % at 9.99 µM; TcdB glycohydrolase enzymatic assay, plate reader; in the data active = inhibition above about 10%
PfHsp40 yeast = rescue of PfHsp40-mediated yeast toxicity; S. cerevisiae expressing PfHsp40, growth rescue, ATP luminescence; hit rate 0.68% among 340,000; growth rescue, % at 12.5 µM; AID 504582; in the data active = growth rescue above about 28%, passing the limit was not always enough;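 also: yeast W303a lacking pdr1 and pdr3 grown in galactose medium; growth measured after three days at 30 °C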
Vc quorum ag = induces V. cholerae light production without autoinducers. V. cholerae BH1578 lux reporter, luminescence, 6 h. activation, % at 18.7 µM. hit rate 0.16% among 350,000. AID 588436; in the data active = activation mostly above about 9.7%, no sharp cut-off; also: not every result past the cut was called active; inactives centre near 0; reference of the scale not given here
Yp Topo-I inh = inhibitors of Yersinia pestis topoisomerase I. Y. pestis Topo-I cleavage product accumulation, plate reader. AID 504884. activity, % at 10 µM. hit rate 0.064% among 360,000; in the data active = activity above about 50%, passing the limit was not always enough; also: inactives centre near 2
DUSP3 inh = inhibitors of human VHR1 phosphatase (DUSP3); P51452; recombinant VHR phosphatase, pNPP absorbance; inhibition, % at 13.3 µM; hit rate 0.52% among 290,000; AID 1654; in the data active = inhibition above about 50%; also: some compounds called inactive have numbers as strong as hits
PriA SSB inh = blocks PriA binding to SSB C-terminal tail; AlphaScreen SSBct-PriA binding, biotinylated peptide; inhibition, % at 33 µM; hit rate 0.6% among 430,000; in the data active = inhibition mostly above about 37%, no sharp cut-off; inactive = mostly below about 20%;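 also: plate controls were negative control peptide for no effect and reference peptide for full effect; strong numbers were not always called active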
MazF activator = increases E. coli MazEF RNase cleavage of RNA | P0AE70 | FAM/BHQ RNA-DNA oligo cleavage fluorescence, 5 h | activation, % at 20 µM | AID 504720 | hit rate 0.32% among 350,000; in the data active = activation above about 50%
Target sequence (P0AE70 whole entry, looked up): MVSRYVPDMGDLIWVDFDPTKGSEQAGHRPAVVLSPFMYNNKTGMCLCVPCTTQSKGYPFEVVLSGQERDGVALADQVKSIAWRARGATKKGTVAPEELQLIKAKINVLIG
SARS 3CLpro inh = SARS-CoV 3CLpro protease inhibition; P0C6X7; recombinant SARS-CoV 3CLpro, quenched FRET peptide cleavage; inhibition, % at 6 µM; hit rate 0.14% among 290,000; AID 1706; in the data active = inhibition above about 12%
Rv3671c inh = inhibits the M. tuberculosis serine protease Rv3671c. inhibition, % at 5.96 µM. hit rate 0.048% among 320,000; in the data active = inhibition above about 38%;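 also: extracellular domain of Rv3671c used as enzyme; 0% = enzyme with DMSO and 100% = no enzyme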
* marks the source's active call; other numbers are inactive results; i = inactive; . = not tested or not shown; & = joins results of further samples. Not all compounds are listed. The share of hits here may be higher or lower than overall.

#1 Cc1ccc2c(c1)C(c1ccccc1)N(C(=O)c1ccc(S(=O)(=O)N3CCOCC3)cc1)CC(=O)N2 (stereo unspecified)
#2 CCOC(=O)C1(Cc2ccccc2)CCN(Cc2cccc(OC)c2O)CC1
#3 Cc1nn(C)cc1CNC(=O)c1cnn2c1NC(c1ccc(Br)cc1)CC2C(F)(F)F (stereo unspecified)
#4 Cc1ccc2c(C)nc(Nc3nc(CSc4nnnn4-c4ccccc4)cc(=O)[nH]3)nc2c1
#5 O=C(CSc1nc2ccccc2c(=O)n1Cc1ccco1)Nc1cccc(O)c1
#6 Cc1cccc(NC(=O)COC(=O)c2ccccn2)c1
#7 CC(C)[C@H](NC(=O)c1ccco1)C(=O)NCc1ccccc1
#8 N#CC(C(=O)Nc1ccc(Cl)c(Cl)c1)=C1Nc2ccccc2N1
#9 COc1ccc(-n2nc3c(c2NC(=O)CCCl)CSC3)cc1
#10 C#Cc1ccc([C@H]2C=C(C(=O)N3CCN(Cc4ccc5c(c4)OCO5)CC3)O[C@@H](OCC)[C@@H]2CCCO)cc1

Compound	1	2	3	4	5	6	7	8	9	10
Anthrax LF prot	1	0	2	-17	-5	-2	8	0	1	-2
TcdB inh	.	-0.8	.	.	-1.3	0.7	-1.6	.	0.5	-3.8&0.8
PfHsp40 yeast	73*	0.7	-0.5	0.7	-1.6	1.0	0.1	-1.6	0.9	-0.6
Vc quorum ag	-0.3	-0.2	-3.6	i	0.1	-0.1	-2.3	-0.6	1.1	i
Yp Topo-I inh	4	2	18	7	-14	-4	5	-6	-1	15
DUSP3 inh	0	34	20	-7	-11	30	70	8	-6	3
PriA SSB inh	-10&-1	3	4	-26	-11	0	-4	-14	4	14
MazF activator	-4	6	-4	-145	59*	13	5	5	0	4
SARS 3CLpro inh	3	1	2	0	3	-6	-3	6	-1	4
Rv3671c inh	-4	0	2	-7	-7	-6	-5	-19	.	21

Retrieved by compound from the entries so far (four):
#8 N#CC(C(=O)Nc1ccc(Cl)c(Cl)c1)=C1Nc2ccccc2N1
#2 CCOC(=O)C1(Cc2ccccc2)CCN(Cc2cccc(OC)c2O)CC1
#9 COc1ccc(-n2nc3c(c2NC(=O)CCCl)CSC3)cc1
#4 Cc1ccc2c(C)nc(Nc3nc(CSc4nnnn4-c4ccccc4)cc(=O)[nH]3)nc2c1

Compound	8	2	9	4
Anthrax LF prot	0	0	1	-17
TcdB inh	.	-0.8	0.5	.
PfHsp40 yeast	-1.6	0.7	0.9	0.7
Vc quorum ag	-0.6	-0.2	1.1	i
Yp Topo-I inh	-6	2	-1	7
DUSP3 inh	8	34	-6	-7
PriA SSB inh	-14	3	4	-26
MazF activator	5	6	0	-145
SARS 3CLpro inh	6	1	-1	0
Rv3671c inh	-19	0	.	-7

Part of the list above, with each value named:
[6] Cc1cccc(NC(=O)COC(=O)c2ccccn2)c1
  Anthrax LF prot = -2	TcdB inh = 0.7	PfHsp40 yeast = 1.0	Vc quorum ag = -0.1	Yp Topo-I inh = -4	DUSP3 inh = 30	PriA SSB inh = 0	MazF activator = 13	SARS 3CLpro inh = -6	Rv3671c inh = -6
[7] CC(C)[C@H](NC(=O)c1ccco1)C(=O)NCc1ccccc1
  Anthrax LF prot = 8	TcdB inh = -1.6	PfHsp40 yeast = 0.1	Vc quorum ag = -2.3	Yp Topo-I inh = 5	DUSP3 inh = 70	PriA SSB inh = -4	MazF activator = 5	SARS 3CLpro inh = -3	Rv3671c inh = -5
[8] N#CC(C(=O)Nc1ccc(Cl)c(Cl)c1)=C1Nc2ccccc2N1
  Anthrax LF prot = 0	TcdB inh = .	PfHsp40 yeast = -1.6	Vc quorum ag = -0.6	Yp Topo-I inh = -6	DUSP3 inh = 8	PriA SSB inh = -14	MazF activator = 5	SARS 3CLpro inh = 6	Rv3671c inh = -19

(continued)
#11 CSc1ccc(NC(=O)c2cccnc2)cc1C#N
#12 CCCCc1ccc(S(=O)(=O)N/N=C(/C)c2ccncc2)cc1
#13 Cc1ccn(CC(=O)NC2CC(C)(C)Cc3c2cnn3-c2ccc(F)cc2)n1 (stereo unspecified)
#14 c1ccc2c(N3CCOCC3)nc(-c3ccncc3)nc2c1
#15 Cc1nnc(NC(=O)CSc2nnc(C)n2Cc2ccccc2)s1
#16 CCc1ccc(Nc2nnc(SCC(=O)Nc3sccc3C(N)=O)s2)cc1
#17 O=C(NCc1ccccc1Cl)C1CCN(C(=O)c2ccc(F)cc2)CC1
#18 O=C(/C=C/c1cccc(F)c1)OCC(=O)c1ccc[nH]1
#19 COc1ccc(/C=N/Nc2cc(C)nc3c(C)cccc23)cc1
#20 CCN(C(=O)Cn1c(=O)oc2ccccc21)c1ccc(C)c(C)c1

Compound	11	12	13	14	15	16	17	18	19	20
Anthrax LF prot	-2	-4	-3	-4	5	-5	-6	-2	-10	-3
TcdB inh	-2.8	0.6	-4.0	.	.	.	0.5	0.5	3.6	1.2
PfHsp40 yeast	25	10	0.2	0.6	0.4	1.0	.	-0.5	-0.1	-0.8
Vc quorum ag	i	-5.0	-1.3	-0.6	-0.3	-0.5	-0.2	-0.3	i	-0.7
Yp Topo-I inh	7	13	-10	-5	0	-9	6	6	-16	6
DUSP3 inh	18	13	14	8	16	0	.	.	-4	-5
PriA SSB inh	-7	.	-6	-13	-17	4	.	3	.	3
MazF activator	1	2	3	4	11	-9	4	3	-19	0
SARS 3CLpro inh	-4	-1	1	2	-6	4	.	.	-19	-1
Rv3671c inh	-6	2	3	1	2	-20	.	-7	-6	7

3 entries from above, arranged by length of the SMILES, ascending:
#14 c1ccc2c(N3CCOCC3)nc(-c3ccncc3)nc2c1
#19 COc1ccc(/C=N/Nc2cc(C)nc3c(C)cccc23)cc1
#20 CCN(C(=O)Cn1c(=O)oc2ccccc21)c1ccc(C)c(C)c1

Compound	14	19	20
Anthrax LF prot	-4	-10	-3
TcdB inh	.	3.6	1.2
PfHsp40 yeast	0.6	-0.1	-0.8
Vc quorum ag	-0.6	i	-0.7
Yp Topo-I inh	-5	-16	6
DUSP3 inh	8	-4	-5
PriA SSB inh	-13	.	3
MazF activator	4	-19	0
SARS 3CLpro inh	2	-19	-1
Rv3671c inh	1	-6	7

(listing goes on)
#21 O=C(OCc1ccc(Cl)cc1Cl)c1ccncc1
#22 COC(=O)c1ccc(C(=O)OC)c(NC(=S)N2CCN(c3cc(Cl)ccc3C)CC2)c1
#23 CC(=O)CCSc1nnc(-c2cccc(S(=O)(=O)N3CCOCC3)c2)o1
#24 O=C(O)c1cc(C(=O)O)cc(-c2ccc(/C=c3/sc4nc5ccccc5n4c3=O)o2)c1
#25 O=C(Nc1ccccc1N1CCOCC1)c1ccc2nc[nH]c2c1
#26 CCN(CC)CCNC(=O)C1(c2ccccc2)CCCCC1
#27 COc1ccc(NC(=O)CN(c2cc(C)cc(C)c2)S(=O)(=O)c2c(C)n[nH]c2C)cc1
#28 Cc1cc(C)nc(NC2=NCCS2)n1
#29 CCCCn1c(N)c(NCCC)c(=O)[nH]c1=O
#30 COC(=O)C1=C(C)N(c2ccc(OC)cc2)C(C)=C(C(=O)OC)C1c1ccc(OC)cc1

Compound	21	22	23	24	25	26	27	28	29	30
Anthrax LF prot	-1	-2	-5	.	5	-1	-6	-3	0	15
TcdB inh	.	.	-0.3	.	1.8	2.3	1.4	.	.	1.2
PfHsp40 yeast	-1.7	-0.4	-0.8	-1.4	0.2	-0.6	0.6	0.0	-1.8	.
Vc quorum ag	0.9	-0.2	i	.	-0.3	0.4	-0.5	0.8	0.6	-0.4
Yp Topo-I inh	14	-5	-11	.	6	6	1	4	-4	-1
DUSP3 inh	-1	-12	.	10	23	.	29	19	-6	19
PriA SSB inh	-36	-1	-2	.	-7	-5	4	-37	-7	-12
MazF activator	-2	-12	-1	-45	1	6	-23	0	1	-8
SARS 3CLpro inh	-3	-4	.	-1	1	.	-1	2	-5	0
Rv3671c inh	-4	-4	-5	.	.	.	6	2	-20	0

Further records follow.
Keys – A = Anthrax LF prot; B = TcdB inh; C = PfHsp40 yeast; D = Vc quorum ag; E = Yp Topo-I inh; F = DUSP3 inh; G = PriA SSB inh; H = MazF activator; I = SARS 3CLpro inh; J = Rv3671c inh
31: C#CCN1C(=O)S/C(=C\c2ccc(N3CCOCC3)cc2C)C1=O
  A: -2	B: .	C: -2.1	D: -0.2	E: -2	F: 10	G: -9	H: 310*	I: -11	J: -3

32: COC(=O)c1cccc(NC(=O)C2CCCN2C(=O)c2cccs2)c1 (stereo unspecified)
  A: -4	B: 1.0	C: -1.0	D: -2.1	E: 1	F: .	G: -11	H: -1	I: .	J: .

33: CCN1CC2C3CCC(C)(O3)C2C1 (stereo unspecified)
  A: 6	B: 1.0	C: -2.3	D: i	E: -8	F: 6	G: -9	H: -15	I: -1	J: -3

34: Cc1ccc(Cl)cc1NC(=O)C1CCCCC1C(=O)O (stereo unspecified)
  A: 9	B: 0.0	C: 0.6	D: -0.3	E: -1	F: 17	G: 3	H: 2	I: 4	J: 3

35: CCN(CC(=O)Nc1ccccc1C(F)(F)F)C(=O)c1ccc(NC(=O)c2cccs2)cc1
  A: -6	B: -1.3	C: .	D: -0.5	E: 0	F: .	G: .	H: 6	I: .	J: .

36: Cc1cc(/C=N/n2cnnc2)c(C)n1-c1ccc(OCc2ccccc2F)cc1
  A: -7	B: 2.5	C: -0.1	D: -0.7	E: -1	F: 27	G: .	H: 1	I: 2	J: -3

37: CCCOc1nc2c(c(=O)n(C)c(=O)n2C)n1C
  A: 4	B: -2.1	C: -0.6	D: -0.6	E: 2	F: 49	G: 1	H: 5	I: -4	J: -5

38: C/C(=N/NS(=O)(=O)c1ccc(C)c(C)c1)c1c[nH]c2ccccc12
  A: -1	B: 1.2	C: 0.4	D: i	E: -18	F: 4	G: .	H: 6	I: 6	J: .

39: CCOC(=O)CNC(=S)N(Cc1ccco1)Cc1ccccc1Cl
  A: 8	B: -0.9	C: 0.2	D: i	E: 1	F: -8	G: 5	H: -3	I: -1	J: -7

40: CC(=O)Oc1cc(C(=O)OCC(=O)N2CCc3ccccc3C2)cc(OC(C)=O)c1OC(C)=O
  A: -7	B: -5.4	C: -0.1	D: -7.1	E: -1	F: .	G: -1	H: -3	I: .	J: 0

41: Cc1ccc(-c2c[n+](Cc3ccc(Cl)cc3)c3n2CCC3)cc1
  A: -12	B: -2.1	C: 0.1	D: -0.4	E: 4	F: 8	G: -4	H: 14	I: 0	J: -2

42: CCOc1ccc(-c2nc3n(c(=O)c2C#N)CCS3)cc1
  A: -1	B: 0.2	C: 0.0	D: -0.3	E: -8	F: 2	G: -7	H: -1	I: -2	J: 2

43: CC(C)(C)c1cnnn1-c1ccc(/C=N/Nc2ccc([N+](=O)[O-])cc2)cc1
  A: -1	B: 0.3	C: 3.9	D: 2.3	E: -1	F: 4	G: .	H: 0	I: 0	J: -4

44: COc1ccc(-c2nc3ccccc3n2OCC(=O)O)cc1
  A: 1	B: 3.2	C: -2.2	D: -0.6	E: -3	F: 22	G: -12	H: 1	I: -1	J: 2

45: COc1ccc2nc(/C(C#N)=C\c3ccc(C(=O)O)cc3)[nH]c2c1
  A: 0	B: 0.1	C: -1.1	D: -0.8	E: 0	F: 12	G: -2	H: -27	I: 5	J: -10

46: CS(=O)(=O)NCC(c1cccnc1)N1CCN(c2ccc(F)cc2)CC1 (stereo unspecified)
  A: -5	B: .	C: -1.1	D: -0.4	E: -5	F: 5	G: -8	H: 6	I: 3	J: .

47: COc1ccc(CCNC(=O)C(=O)Nc2ccc3c(c2)OCO3)cc1OC
  A: -1	B: 0.9	C: 0.8	D: i	E: 3	F: 43	G: -4	H: 2	I: 5	J: 9
